Screens: PubChem, National Center for Advancing Translational Sciences (NCATS)
BAZ2B inh = qHTS Assay for Inhibitors of BAZ2B. 4.4% of 360,000 active. Potency, µM (top dose mostly 114 µM), inactives show top-dose activity change, negative = inhibition, hits mostly inhibitors. AID 504333, 2011. AlphaScreen BAZ2B-H3K14Ac peptide displacement. Bromodomain adjacent to zinc finger domain protein 2B (Homo sapiens), Q9UIF8; further: on the % scale 0 is the no-effect control and ±100 the full control effect; nearly all actives have a fitted effect of over 60% in size
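AlphaScreen displacement: compounds (up to 110uM) incubated 30 min at room temperature with a preformed 50 nM BAZ2B/50 nM biotinylated H3K14Ac peptide complex in PBS pH 7.4 with Tween-20. Donor and acceptor beads at 10 ug/mL final added, 20 min light-protected before reading.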
Pol eta inh = qHTS for Inhibitors of Polymerase Eta; DNA polymerase eta (Homo sapiens), Q9Y253; recombinant Pol eta, fluorescent DNA replication assay; Potency, µM (top dose mostly 114 µM), for inactives: top-dose activity change, negative = inhibition, most hits filed as inhibitors; 1.2% of 390,000 active; AID 588591, 2011; further: on the % scale 0 is the no-effect control and ±100 the full control effect
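Pol eta (10 nM) was preincubated with compounds for 15 min at room temperature, after which fluorescent replication substrate (50 nM final) was added to start the reaction. Fluorescence was read kinetically at 0 and 10 min.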
JMJD2A Tudor inh = qHTS Assay for Inhibitors of JMJD2A-Tudor Domain; Lysine-specific demethylase 4A (Homo sapiens), O75164; AlphaScreen JMJD2A-Tudor / H3K4me3 peptide binding; Potency, µM (top dose mostly 114 µM), for the others: top-dose activity change, negative = inhibition, usual class: inhibitors; 4.4% of 390,000 active; AID 504339, 2011; further: on the % scale 0 is the no-effect control and ±100 the full control effect; nearly all actives have a fitted effect of over 50% in size
BLM inh = qHTS Assay for Inhibitors of Bloom's syndrome helicase (BLM). RecQ-like DNA helicase BLM (Homo sapiens), P54132. recombinant BLM DNA unwinding, fluorescence dequenching. Potency, µM (titrated, usually from 56.1 µM), inactives show top-dose activity change, negative = inhibition, usual class: inhibitors. 0.2% of 350,000 active. AID 2528, 2010;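 further: plate controls were vehicle for no effect and no enzyme for full effect; nearly all actives have a fitted effect of over 35% in size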
Target sequence (P54132 whole entry, looked up): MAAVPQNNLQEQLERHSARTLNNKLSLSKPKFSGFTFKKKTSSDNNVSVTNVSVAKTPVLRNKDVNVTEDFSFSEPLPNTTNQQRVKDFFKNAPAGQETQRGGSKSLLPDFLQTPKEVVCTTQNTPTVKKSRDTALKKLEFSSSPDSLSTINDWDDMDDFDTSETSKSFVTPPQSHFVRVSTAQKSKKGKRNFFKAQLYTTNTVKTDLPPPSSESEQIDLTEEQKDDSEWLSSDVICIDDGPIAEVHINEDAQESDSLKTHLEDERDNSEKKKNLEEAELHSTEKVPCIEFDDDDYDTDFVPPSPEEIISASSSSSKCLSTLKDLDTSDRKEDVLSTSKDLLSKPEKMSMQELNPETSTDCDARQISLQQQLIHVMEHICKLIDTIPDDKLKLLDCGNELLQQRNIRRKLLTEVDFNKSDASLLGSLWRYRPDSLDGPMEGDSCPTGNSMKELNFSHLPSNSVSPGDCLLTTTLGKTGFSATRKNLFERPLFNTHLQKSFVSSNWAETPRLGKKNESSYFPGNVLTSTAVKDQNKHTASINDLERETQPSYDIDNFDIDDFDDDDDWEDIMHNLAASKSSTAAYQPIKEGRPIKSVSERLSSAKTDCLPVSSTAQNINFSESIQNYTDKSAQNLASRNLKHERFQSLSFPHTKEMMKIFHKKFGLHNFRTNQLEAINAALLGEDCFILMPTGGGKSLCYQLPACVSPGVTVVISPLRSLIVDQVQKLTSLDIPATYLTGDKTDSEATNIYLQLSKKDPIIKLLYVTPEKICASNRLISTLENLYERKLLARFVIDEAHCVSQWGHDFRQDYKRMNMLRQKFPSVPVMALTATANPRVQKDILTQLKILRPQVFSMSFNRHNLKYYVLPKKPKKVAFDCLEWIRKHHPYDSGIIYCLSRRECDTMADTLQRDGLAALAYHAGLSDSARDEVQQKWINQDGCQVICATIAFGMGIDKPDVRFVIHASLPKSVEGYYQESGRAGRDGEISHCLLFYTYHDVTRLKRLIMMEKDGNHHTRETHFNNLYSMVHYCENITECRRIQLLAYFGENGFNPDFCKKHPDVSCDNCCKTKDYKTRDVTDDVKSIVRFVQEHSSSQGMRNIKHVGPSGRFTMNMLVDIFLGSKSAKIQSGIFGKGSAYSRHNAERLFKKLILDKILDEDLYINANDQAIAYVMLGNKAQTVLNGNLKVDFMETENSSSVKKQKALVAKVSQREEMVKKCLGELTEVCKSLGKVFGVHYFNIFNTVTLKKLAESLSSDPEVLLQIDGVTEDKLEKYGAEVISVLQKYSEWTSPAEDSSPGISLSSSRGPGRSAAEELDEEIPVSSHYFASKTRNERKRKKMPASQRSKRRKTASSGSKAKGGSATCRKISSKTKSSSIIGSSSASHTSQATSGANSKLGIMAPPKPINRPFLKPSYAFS
Pol iota inh = qHTS for Inhibitors of Polymerase Iota | DNA polymerase iota (Homo sapiens), Q9UNA4 | Pol iota fluorescent replication assay, 10 min | Potency, µM (series often up to 115 µM), without a hit: top-dose activity, negative = inhibition, actives largely listed as inhibitors | 1% of 390,000 active | AID 588590, 2011
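Fluorescent replication assay read twice, at 0 min and 10 min after adding 50 nM (final) substrate. Enzyme (10 nM) and compounds were first incubated 15 min at room temperature; enzyme-free buffer wells were negative controls.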
Pol kappa inh = qHTS for Inhibitors of Polymerase Kappa; DNA polymerase kappa (Homo sapiens), Q9UBT6; Potency, µM (titrated, usually from 107 µM), for the others: at the top dose activity, negative = inhibition, hits mostly inhibitors; AID 588579, 2011; purified Pol kappa, fluorescent DNA synthesis assay, 10 min; 0.53% of 400,000 active; further: on the % scale 0 is the no-effect control and ±100 the full control effect
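Here, compound and 10 nM enzyme are combined for 15 min at room temperature; adding 50 nM substrate (final) starts DNA synthesis, tracked by fluorescence at 0 and 10 min against buffer-only wells.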
APE1 inh = qHTS Assay for Inhibitors of the Human Apurinic/apyrimidinic Endonuclease 1 (APE1); recombinant APE1, TAMRA/BHQ-2 abasic DNA cleavage fluorescence; Potency, µM (top dose mostly 65.8 µM), without a hit: top-dose activity change, negative = inhibition, hits mostly inhibitors; AID 2517, 2012; 0.35% of 350,000 active; DNA repair nuclease/redox regulator APEX1 (Homo sapiens), P27695;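 further: plate controls were vehicle for no effect and reference inhibitor for full effect; nearly all actives have a fitted effect of over 55% in size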
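0.75 nM APE1 + cpd, 15 min RT; start w/ 50 nM TAMRA/BHQ-2 THF-abasic dsDNA; kinetic fluor 525/598 nm ×3 reads @60 s; Δ(read3−read1); normalized to DMSO and NSC13755 control wells.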
G9a block = qHTS Assay for Inhibitors of Histone Lysine Methyltransferase G9a; 8.8% of 350,000 active; G9a H3K9 monomethylation, AlphaScreen, 2 h; AID 504332, 2011; Potency, µM (titrated, usually from 102 µM), for inactives: top-dose activity, negative = inhibition, hits mostly inhibitors; further: on the % scale 0 is the no-effect control and ±100 the full control effect; nearly all actives have a fitted effect of over 75% in size
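Compounds were preincubated with 20 nM G9a for 15 min, after which biotinylated H3K9 peptide (500 nM) and SAM (20 uM) started a 2 h room-temperature reaction. Monomethylated product was quantified by antibody-based AlphaScreen chemiluminescence.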
Pol beta inh = qHTS Assay for Inhibitors of DNA Polymerase Beta | P06746 | Pol beta primer extension/strand displacement, fluorescence kinetic | Potency, µM (doses to about 114 µM), without a hit: at the highest dose activity change, negative = inhibition, hits mostly inhibitors | 1.3% of 340,000 active; further: on the % scale 0 is the no-effect control and ±100 the full control effect
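Values derive from four-parameter Hill fits of normalized kinetic data: reads at 0 and 10 min following addition of 50 nM substrate to 10 nM Pol beta preincubated 15 min with compound.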
* hit, by the source's call; ? = inconclusive; . = not tested or not shown; [ ] = remark or other dose. The call rests on the fitted dose curve; in most records, active means well fitted curve in the direction sought with a large enough effect; inconclusive means small, poorly fitted or top-dose-only effect, or another doubt; inactive means no such curve, though single readings can be large; an effect the other way counts as inactive or inconclusive. Potency means the concentration at half of the fitted maximal effect. Only part of the results is shown; rates above refer to the full screens.

Order of results – Pol beta inh, JMJD2A Tudor inh, Pol kappa inh, APE1 inh, Pol eta inh, G9a block, Pol iota inh, BLM inh, BAZ2B inh
1: COc1ccc(N2CCN(C(=O)CSc3nc4nc(C)cc(C)n4n3)CC2)cc1
→ ., -12.8%, -0.6%, 25.1%, -15.4%, ?, 6.2%, ., 9.4%
2: CCOC(=O)C1CCCN(CCC(=O)Nc2ccccc2C)C1 (stereo not given)
→ 11.5%, -4.5%, -1.2%, ?, 3.1%, 32.6%[0.501 µM], -0.1%, 0.1%, -11.3%
3: Cc1cccc(Oc2coc3cc(OC(=O)c4cncc(Br)c4)ccc3c2=O)c1
→ 4.7%, -0.4%, -7.0%, -1.1%, -3.2%, ?, 9.3%, 3.0%, 5.8%
4: O=C(OCC(=O)c1c[nH]c2ccccc12)c1ccco1
→ -0.6%, -1.5%, -19.5%, 8.3%, -3.7%, ?, 4.9%, 3.2%, 15.4%
5: CCC[C@H]1C[C@H](C(=O)N[C@H]([C@@H]2O[C@H](SC)[C@@H](O)[C@H](O)[C@@H]2O)[C@H](C)O)N(C)C1
→ ., ., -1.6%[12 µM], 2.5%[21 µM], ., 15.5%[21.5 µM], ., -1.1%[21.4 µM], .
6: COC(=O)c1ccc(C[n+]2ccccc2)cc1
→ 23.0%, -4.8%, -4.3%, 16.2%, 2.1%, ?, 8.8%, -3.5%, -0.5%
7: CC(NCc1nc2ccccc2n1C)C12CC3CC(CC(C3)C1)C2 (stereo not given)
→ 11.4%, -21.2%, -0.6%, -8.1%, -6.6%, -3.8%, 183.3%[activator], -1.9%, -18.9%
8: O=C(NNC(=O)C1CC1)c1ccccc1[N+](=O)[O-]
→ ?, -0.7%, -8.7%, 8.2%, -20.2%, 11.2%, 24.0%, -3.7%, -9.4%
9: Cc1ccc(NS(=O)(=O)c2cc(-c3n[nH]c(=O)c4ccccc34)ccc2C)cc1
→ 1.8%, -14.5%, -0.7%, -13.4%, -25.5%, ?, 3.9%, -3.4%, -37.9%
10: Cc1cc(-c2cc(C(=O)O)c3ccccc3n2)c(C)s1
→ -11.3%, -11.9%, -3.3%, -5.8%, 0.6%, -40.1%, 44.3%[activator], -4.8%, -38.4%
11: COc1ccc(NC(=O)c2cc3cccc(OC)c3oc2=Nc2ccc(C(=O)O)cc2)cc1OC
→ ?, -18.6%, -37.5%, ?, 14.1µM*, 39.8µM*, -7.7%, -3.9%, -31.9%
12: Cc1cc(C)c(S(=O)(=O)NCc2csc(-c3ccccc3)n2)c(C)c1
→ 22.3%, 7.0%, -4.6%, ., ., 24.8%[59 µM], 11.2%, -9.3%, 25.9%
13: Cc1ccc(NC(=O)N2CCc3c(sc4c3CCCC4)C2c2ccccc2)cc1F (stereo not given)
→ 0.5%, -6.0%, -8.3%[60.1 µM], ., -20.3%, -2.0%[12.7 µM], 49.9%[activator], -8.2%, -38.1%
14: CC(C)OC(=O)CSc1nnc(-c2ccncc2)n1N
→ 8.2%, 12.8%, -3.4%, -2.5%, 12.3%, 11.7%, 25.3%, 0.6%, 0.6%
15: O=c1c2ccccc2cnn1-c1ccc2ccccc2c1
→ ?, 9.7%, -9.3%, -2.1%, 0.8%, 20.2%[12.7 µM], 11.2%, -1.4%, 4.7%
16: COc1ccc2[nH]c3c(N4CCN(Cc5ccc6c(c5)OCO6)CC4)ncnc3c2c1
→ -0.3%, ?, -15.4%, -3.5%, ?, 50.1µM*, -10.0%, -15.1%, 50.1µM*
17: O=S(=O)(Nc1nc2ccccc2nc1NCC1CCCO1)c1cccc(Cl)c1 (stereo not given)
→ 0.9%, 1.4%, -7.5%, 10.7%, -25.5%, ., 30.5%[activator], -6.9%, -4.0%
18: O=C1c2c(O)cc(O)cc2OC(c2ccc(O)c(O)c2)C1O (stereo not given)
→ 1.89µM*, ., 5.97µM*, ?, 5.62µM*, ?, 3.98µM*, -1.4%, .
19: CCOc1cc(N2CCOCC2)c(OCC)cc1NC(=O)CSc1ncn[nH]1
→ -7.7%, -7.2%, 0.7%, -0.8%, -2.8%, 44.7µM*, -6.8%, -8.5%, -36.2%
20: COc1ccc(S(=O)(=O)Nc2ccc(S(=O)(=O)Nc3cc(C)nc(C)n3)cc2)cc1OC
→ 2.5%, 4.6%, -2.3%, 8.9%, -20.1%, -6.4%, 108.1%[activator], 2.1%, -18.6%

By substructure: those above with a halogen (three)
Order of results – Pol beta inh, JMJD2A Tudor inh, Pol kappa inh, APE1 inh, Pol eta inh, G9a block, Pol iota inh, BLM inh, BAZ2B inh
3: Cc1cccc(Oc2coc3cc(OC(=O)c4cncc(Br)c4)ccc3c2=O)c1
→ 4.7%, -0.4%, -7.0%, -1.1%, -3.2%, ?, 9.3%, 3.0%, 5.8%
13: Cc1ccc(NC(=O)N2CCc3c(sc4c3CCCC4)C2c2ccccc2)cc1F (stereo not given)
→ 0.5%, -6.0%, -8.3%[60.1 µM], ., -20.3%, -2.0%[12.7 µM], 49.9%[activator], -8.2%, -38.1%
17: O=S(=O)(Nc1nc2ccccc2nc1NCC1CCCO1)c1cccc(Cl)c1 (stereo not given)
→ 0.9%, 1.4%, -7.5%, 10.7%, -25.5%, ., 30.5%[activator], -6.9%, -4.0%

Additional results:
Order of results – Pol beta inh, JMJD2A Tudor inh, Pol kappa inh, APE1 inh, Pol eta inh, G9a block, Pol iota inh, BLM inh, BAZ2B inh
21: CC1(C)CC(NC(=O)c2ccc(Cl)c(Cl)c2)CC(C)(C)N1
→ 6.7%, -8.5%, -5.8%, -0.4%, -18.1%, ., 55.6%[activator], 1.4%, -4.3%
22: CCC(CC)C(=O)Nc1cccc(-c2nc3cccnc3s2)c1
→ 0.1%, -11.3%, -4.1%, ., -12.7%, -4.6%[59 µM], -14.6%, 0.2%, -9.6%
23: CCC1=C(c2ccc(C)cc2)S(=O)(=O)N=C1N1CCC(C(=O)NCc2ccc(N(C)C)cc2)CC1
→ 5.3%, ?, -22.8%, ., -11.0%, 12.6µM*, 11.1%, -1.5%, ?
24: NC(=O)c1c(N)sc(=S)n1CC1CCCO1 (stereo not given)
→ 14.1%, ?, -2.7%, -0.3%, -3.0%, ?, 0.5%, 0.0%, 2.9%
25: COc1cc(C(=O)N2CCN(S(=O)(=O)c3ccc(Cl)cc3)CC2)ccc1OCC(=O)N1CCOCC1
→ ., -7.0%, 17.1%, ., -1.2%, ., 24.2%, ., .
26: CCCCOC(=O)c1nc[nH]c1C(=O)OCCCC
→ -8.5%, -1.3%, -7.1%, 4.3%, -10.9%, ?, 130.4%[activator], 0.8%, -8.8%
27: CC(=O)Nc1ccc(S(=O)(=O)N(C)CC(=O)OCC(=O)N2CCCC2=O)cc1
→ ., -9.0%, 0.0%, -16.1%, -16.8%, -40.8%, 138.8%[activator], ., -3.4%
28: Cc1ccc(C(=O)Nc2ccc(Br)c(C(F)(F)F)c2)cc1
→ 4.3%, 18.0%, -18.5%, -2.9%, -21.1%, 103.8%[activator], 0.5%, -13.0%, -18.3%
29: CC1(C)CC(=O)C=C(C(=O)N2CCCC(CCC(=O)NCc3ccccc3F)C2)O1 (stereo not given)
→ 7.7%, -3.5%, 1.3%, 1.4%, -10.1%, 4.8%, 21.6%, -1.1%, -0.8%
30: O=C(NCCCN1CCCC1=O)c1c(O)nc2sccn2c1=O
→ ., 35.5µM*, -4.1%, 5.4%, -2.0%, -8.3%, 20.0%, ., -34.4%
31: Cc1[nH]c2ccccc2c1C(=O)CN1C(=O)C(=O)N(Cc2ccco2)C1=O
→ -0.3%, -17.9%, -7.5%, 0.8%, -4.0%, -49.8%, 100.9%[activator], -4.0%, -12.6%
32: CCOC(=O)c1c(NC(=O)Cn2cnc([N+](=O)[O-])n2)sc2c1CCCC2
→ 0.2%, -16.1%, -20.5%, 8.5%, -8.5%, 44.7µM*, 3.8%, 0.5%, 7.6%
33: CCC(=O)Nc1c(C)nn(C(=O)CC)c1C
→ 0.0%, -4.9%, -3.8%, -0.6%, -12.5%, -4.9%[0.501 µM], 8.8%, -1.9%, -23.4%
34: CCOC(=O)c1c(N)sc(C(=O)Nc2ccccc2F)c1C
→ 1.2%, -7.5%, 3.7%, -8.5%, -14.9%, 3.2%, 5.3%, -4.5%, -19.3%
35: COc1cccc(C(=O)N2CCC(N3CC(C)OC(C)C3)CC2)c1 (stereo not given)
→ -0.3%, 6.31µM*, -1.0%, -2.8%, -6.1%, 2.82µM*, 13.1%, 1.1%, 50.1µM*
36: CCC(C)NC(=O)c1ccccc1-c1nc2ccccc2[nH]1 (stereo not given)
→ 44.2%, -1.3%, -8.8%, 6.9%, -1.0%, 8.2%, 41.7%[activator], 0.0%, -3.7%
37: C/C(=N\NC(=O)c1ccccc1)c1ccc(-n2ccnc2)cc1
→ 6.2%[57.1 µM], -15.6%, -18.1%, -3.4%, -16.0%, 15.1%, 7.7%, 4.8%, 9.9%
38: COc1ccc(NC(=O)C2CCCCN2S(=O)(=O)c2ccccc2)cc1S(=O)(=O)N1CCOCC1 (stereo not given)
→ ., -6.2%, -9.9%, ., -19.7%, ., -18.7%, ., .
39: N#Cc1ccc(CN2CCCC3(CCN(C(=O)c4cccc(F)c4)CC3)C2)cc1
→ ., ., -8.4%[60.1 µM], 0.9%, ., 5.6%[12.7 µM], ., 0.5%, .
40: CCOc1ccc(S(=O)(=O)N(CC)CC)cc1NS(=O)(=O)c1ccc(F)c(F)c1F
→ 21.9%, 50.1µM*, -6.0%, 1.5%, -4.2%, -7.5%[59 µM], 139.4%[activator], 2.0%, 7.8%
41: Cc1cc(C)nc(SCc2nnc(SCC(=O)Nc3ccc(C)c(C)c3)n2Cc2ccco2)n1
→ 0.4%, ?, -18.3%, -3.0%, -14.9%, ?, 4.4%, 1.9%, -34.7%
42: CC(C)(C)c1ccccc1NC(=O)C1=COCCO1
→ ., -15.7%, -3.3%, 14.2%, -7.0%, 1.6%, 62.6%[activator], ., 8.9%
